Assay outcomes as filed in PubChem BioAssay.
GPR35 arrestin U2OS = inhibition of zaprinast-stimulated GPR35 beta-arrestin translocation – imaging, U2OS, beta-arrestin-GFP, zaprinast agonist, primary screen (AID 2058); U2OS GPR35 beta-arrestin-GFP translocation imaging, zaprinast antagonism; higher % means a stronger effect; inhibition, % at 10 µM, or IC50 in µM where a hit was titrated; 290,000 tested, 0.052% active;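 active = inhibition of at least 50% with at least 30 cells and total cytoplasm GFP at most 10,000,000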
RSV CPE inhibition = inhibition of RSV-induced cytopathic effect – HEp-2 cells, primary 10 µM value included (AID 2391) | HEp-2 cells, RSV-induced CPE inhibition; higher % means a stronger effect | CPE inhibition, % at 10 µM; hits with a dose series show IC50 in µM | 310,000 tested, 0.13% active; in the data active = a potency from the dose series; also: strong numbers were not always called active
NTR1 agonist = NTR1-driven beta-arrestin-GFP spot formation – imaging, U2OS cells, high content, primary screen (AID 493036); agonist mode; activation, % at 20 µM; 330,000 tested, 0.17% active;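 active = activation at or above 40% of the spot to cytoplasm intensity ratio, with at least 20 cells analyzed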;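 also: 0% = DMSO without peptide and 100% = 100 nM NTR1 peptide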
Target sequence (P30989 whole entry, looked up): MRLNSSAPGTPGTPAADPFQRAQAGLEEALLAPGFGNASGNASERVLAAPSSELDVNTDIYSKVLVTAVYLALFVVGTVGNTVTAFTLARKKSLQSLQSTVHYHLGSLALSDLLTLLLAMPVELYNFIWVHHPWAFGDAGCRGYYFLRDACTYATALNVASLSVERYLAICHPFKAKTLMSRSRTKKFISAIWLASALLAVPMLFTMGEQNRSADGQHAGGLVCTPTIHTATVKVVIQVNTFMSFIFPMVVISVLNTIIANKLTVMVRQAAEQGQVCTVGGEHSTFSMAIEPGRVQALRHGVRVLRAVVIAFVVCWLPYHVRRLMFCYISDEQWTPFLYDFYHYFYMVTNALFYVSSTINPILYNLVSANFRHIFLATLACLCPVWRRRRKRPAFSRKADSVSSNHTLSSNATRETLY
NS5 inhibitors = Dengue-2 NS5 methyltransferase inhibitors, primary screen, biochemical, confirmation dose response (AID 588689) | Dengue-2 NS5 methyltransferase capping enzyme assay, biochemical; higher % means a stronger effect | inhibition, % at 25 µM; hits with a dose series show IC50 in µM | 340,000 tested, 0.3% active; in the data active = a potency from the dose series
LYP phosphatase = PTPN22 lymphoid phosphatase activity blockers – biochemical, fluorescence intensity, uHTS (AID 1779) | recombinant LYP phosphatase, fluorescence intensity; higher % means a stronger effect | 290,000 tested, 0.054% active | inhibition, % at 11.5 µM; hits with a dose series show IC50 in µM; in the data active = inhibition above about 50%;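 also: plate controls were vehicle with enzyme for no effect and no enzyme for full effect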
Autophagy HCS = modulators of autophagy; MEF GFP-LC3 puncta imaging; test concentration mostly 10 µM; calls only at 10 µM (by protocol); 190,000 tested, 0.98% active;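 active = percentage of spot-positive cells more than 3 SD above its plate mean, without a fluorescence outlier flag or 80% toxicity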;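 also: spot-positive cell cutoff set from DMSO-treated cells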
AID2073 = disruptors of CaV2.2 binding to Mint1 – biochemical, HTRF (AID 2073). HTRF protein-protein interaction, Mint1-CaV2.2; higher % means a stronger effect. inhibition, % at 20 µM; hits with a dose series show IC50 in µM. 290,000 tested, 0.19% active; in the data active = inhibition mostly above about 51%, no sharp cut-off; also: some results filed as inactive read as strong as hits
WT yeast gro inh = growth inhibition of WT yeast, mitochondrial fusion screen; mitochondrial fusion phenotypic screen, WT strain; 190,000 tested, 2.1% active; inhibition, % at 10 µM; AID 1362; in the data active = inhibition above about 58%; tested in S. cerevisiae
K1F lysis inhibition = inhibition of K1F phage lysis, E. coli UTI89, bacterial capsule biogenesis inhibitors, alamar blue (AID 488966) | E. coli UTI89 K1F phage lysis, alamar blue, 2 h; higher % means a stronger effect | one-dose inhibition, % at 100 µM; IC50 in µM for titrated hits | 340,000 tested, 0.02% active;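 active = phage lysis inhibition, versus mean bacterial control, above a set limit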;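 also: capsule biogenesis inhibitors block K1F phage lysis so surviving cells raise fluorescence; higher fluorescence means more inhibition of phage lysis; actives were called in the ten point dose series up to 300 µM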
WT yeast gro inh mutant strain = also measured in WT yeast gro inh; calls as there; inhibition, %; mitochondrial fusion phenotypic screen, mutant strain inhibition
Autophagy HCS cell loss 18 h = recorded beside Autophagy HCS, whose call it bears; toxicity, %; measured here: cell loss, nuclei count;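 cell loss after 18 h compound exposure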
NTR1 agonist cell count 20 µM = second read-out of NTR1 agonist, no call of its own (marks repeat the call); cell count; measured here: cell count, cytotoxicity flag
Numbers without * were called inactive; i = inactive; · = no result given; [ ] = another dose, or the depositor's remark. Rows are unselected; overall some 2.6% were active at least once.

SMILES	GPR35 arrestin U2OS	RSV CPE inhibition	NTR1 agonist	NTR1 agonist cell count 20 µM	NS5 inhibitors	LYP phosphatase	Autophagy HCS	Autophagy HCS cell loss 18 h	AID2073	WT yeast gro inh	WT yeast gro inh mutant strain	K1F lysis inhibition
CN1C(=O)C2(Nc3ccccc3-c3nc4ccccc4n32)c2ccccc21 (stereo not given)	11%	0.8%	0.5	79	-1%	-3%	i	0	1%	7	-7	0.8%
CC(=O)N1CCN(C(=O)c2c(-c3ccccc3)noc2C)CC1	·	0.9%	0.0	67	-1%	·	·	·	·	·	·	-0.9%
CCOC(=O)c1c(S(=O)(=O)NCC(=O)Nc2ccc(F)cc2)c(C)n(C)c1C	-3%	0.4%	1.5	46	-12%	-10%	·	·	-11%	·	·	0.1%
NNC(=S)NCc1ccco1	0%	·	-0.8	68	-5%	-5%	·	·	-16%	·	·	0.1%
NS(=O)(=O)c1ccc(CNC(=O)c2ccc(Br)o2)cc1	-4%	0.9%	2.7	71	-4%	-4%	i	3	8%	5	10	-0.4%
O=[N+]([O-])c1ccc(N=Cc2sc3ccccc3c2O)cc1	-8%	1.4%	-5.0	64	-3%	-5%	i	-28	-15%	-3	-1	0.5%
NC(=O)C(CC(=O)O)NC(=O)[C@@H]1CCCCNc2c(I)cc([N+](=O)[O-])cc2C(=O)N[C@@H](CO)C(=O)NCC(=O)N1 (stereo not given in full)	-7%	·	·	·	·	1%	i	-11	-16%	-12	-14	·
Cc1nc2sc(C(=O)OCC(=O)N3c4ccccc4CC3C)c(C)c2c(=O)[nH]1 (stereo not given)	2%	3.0%	4.8	45	-8%	-1%	i	-1	-1%	-6	20	0.4%
Cc1ccc(-c2nc(=S)c3c(n2Cc2ccco2)CCCC3)cc1	-8%	·	·	·	5%	-2%	i	-1	26%	6	7	-0.1%
COc1ccc(S(=O)(=O)N2CCCN(CC(=O)Nc3ccccc3F)CC2)cc1	11%	2.4%	3.2	48	3%	-5%	·	·	0%	·	·	0.1%
S=C(NC1CCCC1)N1CCN(c2ncccn2)CC1	-5%	2.1%	1.6	56	-1%	-10%	i	19	-16%	-9	4	0.1%
Cc1ccc(C2N=C(N)Nc3nc4ccccc4n32)cc1 (stereo not given)	-9%	-0.7%	-0.1	46	-15%	-6%	i	-10	3%	5	-14	0.4%
O=C1CC(c2ccc(S(=O)(=O)Nc3cc(C(F)(F)F)cc(C(F)(F)F)c3)cc2)CN1 (stereo not given)	6%	1.1%	0.5	67	-2%	-7%	i	2	-1%	-16	-2	4.2%
COc1cc(OC)cc(-c2nnc(NC(=O)CCS(=O)(=O)c3ccc(F)cc3)o2)c1	·	-0.5%	-0.6	59	-4%	·	·	·	·	·	·	0.5%[50 µM]
O=S(=O)(NC1CCCCC1Nc1ccc(Cl)cc1)c1ccccc1 (stereo not given)	-6%	7.4%	1.2	52	-5%	-6%	i	7	-6%	28	3	4.3%
Cc1ccc(Cl)c(OCCN2CCc3ccccc3C2)c1	1%	1.5%	3.8	55	-2%	-1%	·	·	5%	·	·	1.1%
COc1ccc(N2C(=O)C3C4C=CC(C4)C3C2=O)nn1 (stereo not given)	-5%	0.0%	2.6	86	-1%	-1%	i	-3	-2%	-11	-6	0.5%
Cc1c(N=C2C=CC(=O)c3ccccc32)c(=O)n(-c2ccccc2)n1C	5%	·	·	·	89µM*	-2%	i	8	-78%	13	20	0.4%
CC(Oc1ccccc1F)C(=O)NNC(=O)CCNC(=O)c1ccccc1Cl (stereo not given)	-5%	1.8%	1.2	55	-3%	-5%	·	·	8%	·	·	-0.2%
C=CCn1c(SCC(=O)Nc2ccc(-c3nc4ccc(C)cc4s3)cc2)nnc1-c1ccncc1	-10%	1.9%	6.3	66	2%	-9%	i	5	35%	-21	2	2.9%
CC(C)c1ccc(-c2nc(N3CCCCCC3)nc3n[nH]c(N)c23)cc1	-10%	1.8%	16	87	5%	2%	i	-8	8%	2	-70	0.3%
CCCCn1c(=N)n(CC(=O)c2ccco2)c2ccccc21	12%	0.8%	0.1	69	-8%	0%	i	17	-6%	13	1	3.3%
CCCCCC(=O)NC(Nc1ccc(S(N)(=O)=O)cc1)C(Cl)(Cl)Cl (stereo not given)	19%	3.8%	1.1	39	-3%	-9%	i	-11	1%	-17	-1	-0.1%
Cc1ccc(Cl)c(NC(=O)COC(=O)c2nn(C)c(=O)c3ccccc23)c1Cl	·	1.1%	-2.5	41	1%	·	·	·	·	·	·	0.5%[50 µM]
COc1ccc(Cc2noc(COc3ccc(Cl)cc3)n2)cc1	-17%	21%	1.2	39	-2%	-9%	i	-2	-4%	19	1	-0.2%
O=C(Nc1cc(S(=O)(=O)Nc2ccccc2Cl)ccc1O)c1cc2c(s1)CCCC2	1%	6.8%	9.1	64	-2%	-5%	·	·	24%	·	·	0.1%
COc1ccc(S(=O)(=O)N(Cc2cccs2)C2CCCC2)cc1	6%	7.6%	1.4	56	-3%	-4%	i	3	3%	26	25	0.4%
CC1Cc2ccccc2N1C(=O)CCS(=O)(=O)c1cccs1 (stereo not given)	-1%	0.1%	-0.3	78	-1%	-4%	i	-13	-3%	-6	-9	0.5%
Cc1cc(C)n(CC(O)Cn2c3ccccc3c3ccccc32)n1 (stereo not given)	14%	2.4%	-0.6	30	0%	-6%	i	1	-6%	5	17	-1.3%
CCCC(C)C(=O)OCC(=O)Nc1c(Br)cc(C)cc1Br (stereo not given)	7%	0.3%	-0.4	71	-3%	-2%	i	-3	6%	-4	-20	-0.3%
Cc1cc(NC(=O)Nc2cc(F)ccc2F)no1	9%	6.9%	3.0	57	-5%	-2%	·	·	3%	·	·	0.0%
Cc1ncc([N+](=O)[O-])n1CC(=O)Nc1ccc(Br)cc1	-10%	1.4%	0.2	100	1%	-4%	·	·	-4%	·	·	0.1%
Cc1ccc(S(=O)(=O)CCN2CCC(n3cccc3)CC2)cc1	0%	1.2%	-2.0	47	-8%	-7%	·	·	-6%	·	·	-0.1%
CSc1nc(C)c(CCO)c(=O)[nH]1	11%	0.9%	-1.5	34	-4%	-5%	i	15	0%	11	9	1.3%
CC(Oc1ccccc1)C(=O)N1CCCc2ccccc21 (stereo not given)	4%	4.3%	-1.9	71	1%	3%	i	-3	4%	-11	-1	0.6%
CC(NC(=S)NCc1ccccc1)C12CC3CC(CC(C3)C1)C2 (stereo not given)	-6%	2.5%	0.8	31	-1%	-1%	i	1	1%	5	25	0.2%
Fc1ccc(CNC(=S)NC2CCCC2)cc1	-3%	9.7%	0.0	77	-1%	-6%	i	-3	-3%	9	10	0.0%
CCOC(=O)N1CCN(C(=O)c2cc(COc3ccc(F)cc3F)on2)CC1	-5%	0.3%	0.5	64	-5%	-9%	·	·	-7%	·	·	-0.1%
O=C1CCCC/C1=C\Nc1ccc(C(=O)O)c(O)c1	9%	0.1%	-0.6	53	8%	-2%	·	·	10%	·	·	1.5%[50 µM]
CCc1nn2cc(C(=O)c3ccccc3O)cnc2c1-c1ccc(F)cc1	3%	6.0%	14	39	-3%	-2%	i	0	23%	39	36	0.0%[50 µM]
Cc1ccc(Cl)cc1N1C(=O)CC(C)(C)CC1=O	1%	-0.3%	0.0	103	-2%	-5%	·	·	14%	·	·	-0.1%
Cc1[nH]c(=O)[nH]c(=O)c1S(=O)(=O)N1CCC(C(=O)N2CCN(c3cccc(C(F)(F)F)c3)CC2)CC1	13%	-1.2%	0.4	53	1%	-2%	i	-1	-7%	-7	13	0.4%
O=[N+]([O-])c1ccc(O)c(Nc2ncnc3ccc(Br)cc23)c1	13%	-2.1%	-1.4	34	-2%	0%	i	10	3%	4	1	0.9%
CC(=O)c1ccc(N2CCN(C(=S)NCCCN(C)C)CC2)cc1	-11%	-1.0%	0.6	72	-11%	1%	i	-11	-15%	-14	-1	0.3%
COc1ccc(Br)c2c1C(=O)CC2	13%	8.7%	0.5	98	-10%	4%	·	·	12%	·	·	0.4%
Cc1ccnc(NC(=O)C2CCN(S(=O)(=O)c3ccc(Cl)c(C(F)(F)F)c3)CC2)c1	·	-1.3%	1.2	62	-6%	·	·	·	·	·	·	0.7%[50 µM]
CCN(CC)S(=O)(=O)c1ccc(N2CCOCC2)c(NC(=O)C(C)(C)C)c1	-3%	-0.9%	-0.3	73	-2%	-6%	·	·	10%	·	·	0.0%
CC(C)(C)NC(=O)NC(=O)COC(=O)C1=COCCO1	-5%	-0.2%	1.4	80	-2%	-7%	i	3	-1%	-7	6	4.6%
CC(Sc1ccccc1)C(=O)NN=C1CCCCCCC1 (stereo not given)	-13%	0.2%	1.2	51	·	-6%	i	-15	-11%	-6	-13	0.0%
COC(=O)C1=C(C)N(C)C(=O)NC1c1cc(Cl)c(O)c(OC)c1 (stereo not given)	5%	7.5%	-0.6	56	-3%	-5%	i	-2	-6%	4	11	0.4%
Going on with the list:
SMILES	GPR35 arrestin U2OS	RSV CPE inhibition	NTR1 agonist	NTR1 agonist cell count 20 µM	NS5 inhibitors	LYP phosphatase	Autophagy HCS	Autophagy HCS cell loss 18 h	AID2073	WT yeast gro inh	WT yeast gro inh mutant strain	K1F lysis inhibition
Cc1nn2c(-c3ccncc3)ccnc2c1Cl	6%	7.3%	0.8	52	-6%	-3%	i	1	-4%	6	-12	-0.1%
Cc1ccc(Nc2nc(-c3ccc(O)c(O)c3)cs2)nc1	-15%	·	17	46	·	-3%	i	44	10%	12	-5	·
Cn1c(N2C(=O)CC(Cc3ccccc3)C2=O)nc2ccccc21 (stereo not given)	-8%	0.6%	-0.7	25	3%	-8%	i	3	7%	-14	-11	-0.2%
Cc1cccc(NC(=O)C(=O)NCc2ccc3c(c2)OCO3)c1C	5%	1.5%	0.6	46	-5%	-8%	i	-31	0%	1	0	0.5%
Cn1c(=O)[nH]c(=O)c2c1nc(N1CCCC1)n2CCCSc1nnnn1-c1ccccc1	-18%	1.8%	2.6	58	-2%	1%	i	21	4%	15	16	0.2%
CCn1cc(C(=O)N[C@@H](C)C(=O)NCCCO)c(=O)c2cc3c(cc21)OCO3	-2%	-0.3%	-0.1	87	1%	2%	·	·	-2%	·	·	0.9%[50 µM]
CN(C)/C=C/C(=O)c1ccc(C(F)(F)F)cc1F	-18%	-2.7%	3.2	59	-5%	-3%	i	31	2%	15	17	0.5%

Profiles as entered above:
`CCn1cc(C(=O)N[C@@H](C)C(=O)NCCCO)c(=O)c2cc3c(cc21)OCO3` is listed as GPR35 arrestin U2OS: -2%; RSV CPE inhibition: -0.3%; NTR1 agonist: -0.1; NTR1 agonist cell count 20 µM: 87; NS5 inhibitors: 1%; LYP phosphatase: 2%; Autophagy HCS: ·; Autophagy HCS cell loss 18 h: ·; AID2073: -2%; WT yeast gro inh: ·; WT yeast gro inh mutant strain: ·; K1F lysis inhibition: 0.9%[50 µM]
`Cc1ccc(Nc2nc(-c3ccc(O)c(O)c3)cs2)nc1` is listed as GPR35 arrestin U2OS: -15%; RSV CPE inhibition: ·; NTR1 agonist: 17; NTR1 agonist cell count 20 µM: 46; NS5 inhibitors: ·; LYP phosphatase: -3%; Autophagy HCS: i; Autophagy HCS cell loss 18 h: 44; AID2073: 10%; WT yeast gro inh: 12; WT yeast gro inh mutant strain: -5; K1F lysis inhibition: ·
